Assay outcomes as filed in PubChem BioAssay.
CBFb-RUNX1 inh: qHTS Assay for Compounds Blocking the Interaction Between CBF-beta and RUNX1 for the Treatment of Acute Myeloid Leukemia; 230,000 tested, under 10 active; Runt-related transcription factor 1 (Homo sapiens) + Core-binding factor subunit beta …; AID 1477, 2009; AlphaScreen CBFb-His/RUNX1-biotin binding, biochemical; Potency, µM (series often up to 59.8 µM), for the others: at the highest dose activity, negative = inhibition, most hits filed as inhibitors; note: % of control where 0% means no effect
Target sequence (Q01196 whole entry, looked up): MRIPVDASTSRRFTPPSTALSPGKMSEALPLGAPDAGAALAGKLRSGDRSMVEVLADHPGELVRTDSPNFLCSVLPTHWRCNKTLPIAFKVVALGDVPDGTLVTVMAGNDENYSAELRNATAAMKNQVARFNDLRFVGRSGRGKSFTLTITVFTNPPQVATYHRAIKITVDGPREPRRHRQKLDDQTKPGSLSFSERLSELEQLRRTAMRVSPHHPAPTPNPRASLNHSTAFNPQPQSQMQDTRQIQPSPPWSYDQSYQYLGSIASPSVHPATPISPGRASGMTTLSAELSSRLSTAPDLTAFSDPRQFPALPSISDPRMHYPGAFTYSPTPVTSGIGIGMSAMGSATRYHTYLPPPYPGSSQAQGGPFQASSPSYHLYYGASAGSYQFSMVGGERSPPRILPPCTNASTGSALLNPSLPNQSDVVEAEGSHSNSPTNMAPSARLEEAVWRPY
Target sequence (Q13951 whole entry, looked up): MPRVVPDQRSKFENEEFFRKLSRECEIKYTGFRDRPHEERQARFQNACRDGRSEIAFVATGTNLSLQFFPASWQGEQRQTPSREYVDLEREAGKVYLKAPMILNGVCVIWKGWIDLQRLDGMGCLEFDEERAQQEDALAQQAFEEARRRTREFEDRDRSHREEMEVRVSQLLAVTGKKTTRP
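AlphaScreen binding: CBFb-His and RUNX1-biotin (30 nM each) preincubated 20 min, compound added for 15 min, then nickel and streptavidin beads for 90 min, all at room temperature. Disruption of the interaction by any mechanism counts as activity.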
TR SRC2 fluor cs: Total Fluorescence Counterscreen for Inhibitors of the Interaction of Thyroid Hormone Receptor and Steroid Receptor Coregulator 2. TRb/SRC2 Texas Red total fluorescence interference. Potency, µM (series often up to 106 µM), inactives show at the highest dose fluorescence change, negative = quenching. actives 0.29% (n = 280,000). AID 1479, 2009; active = well fitted curve in either direction with a large enough effect; inconclusive = small, poorly fitted or top-dose-only effect; note: potency is the fitted concentration of half-maximal effect; % is set by controls: 0 for no effect and ±100 for the full control effect
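Flags fluorescent or light-absorbing compounds by total fluorescence, S + 2P, at 555 nm excitation and 632 nm emission. Mixture: 20 nM Texas Red SRC2 peptide, 0.6 uM human TRb LBD, 1 uM T3, 5% DMSO; compound exposure 5 h at ambient temperature.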
TRb SRC2 PPI: qHTS for Inhibitors of the Interaction of Thyroid Hormone Receptor and Steroid Receptor Coregulator 2. actives 0.065% (n = 280,000). Thyroid hormone receptor beta (Homo sapiens), P10828. Potency, µM (doses to about 106 µM), for inactives: at the top dose activity change, negative = inhibition, actives largely listed as inhibitors. TRbeta-SRC2 peptide binding, fluorescence polarization; receptor liganded with 1 µM T3;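 note: potency is the fitted concentration of half-maximal effect; plate controls were bound peptide for no effect and peptide without receptor for full effect; nearly all actives have a fitted effect of over 50% in size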
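Each compound concentration gave % activity, normalized to unbound and bound Texas Red SRC2 controls, from polarization read after 5 hr ambient incubation with T3-loaded human TRb LBD.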
NPSR antagonist: qHTS Assay for Antagonists of the Neuropeptide S Receptor: cAMP Signal Transduction; CHO-NPSR cells, cAMP TR-FRET, antagonist mode; Potency, µM (titrated, usually from 38.3 µM), without a hit: at the highest dose activity change, negative = inhibition, hits mostly inhibitors; actives 1% (n = 220,000); AID 1461, 2008; note: potency is the fitted concentration of half-maximal effect; % is set by controls: 0 for no effect and ±100 for the full control effect; nearly all actives have a fitted effect of over 50% in size; many of its hits are not listed in these tables
Tau FP inhib: qHTS for Inhibitors of Tau Fibril Formation, Fluorescence Polarization; Microtubule-associated protein tau (Homo sapiens), P10636; K18 P301L tau heparin fibrillization, Alexa594 FP, 6 h; Potency, µM (highest dose often 57.7 µM), for the others: at the highest dose activity, negative = inhibition, actives largely listed as inhibitors; actives 0.39% (n = 280,000); AID 1468, 2008; note: potency is the fitted concentration of half-maximal effect; % is set by controls: 0 for no effect and ±100 for the full control effect; nearly all actives have a fitted effect of over 55% in size
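K18 P301L tau (15 uM unlabeled/0.24 uM Alexa 594-labeled, final) + compound + heparin 20 uM final; 100 mM NaOAc pH 7; 6 hr 37 C; ThT 30 uM final added, 1 hr RT; FP ex 555/em 632 nm.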
aGal spleen mod: qHTS Assay for Inhibitors and Activators of Human alpha-Galactosidase From Spleen Homogenate; Potency, µM (top dose mostly 80 µM), without a hit: at the top dose activity change, negative = inhibition, actives largely listed as inhibitors; Alpha-galactosidase A (Homo sapiens), P06280; actives 0.008% (n = 240,000); human spleen homogenate, 4MU-alpha-Gal fluorescence, 40 min;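 note: potency is the fitted concentration of half-maximal effect; 0% = enzyme with vehicle and -100% = no enzyme basal signal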
Target sequence (P06280 32-429 limits assumed): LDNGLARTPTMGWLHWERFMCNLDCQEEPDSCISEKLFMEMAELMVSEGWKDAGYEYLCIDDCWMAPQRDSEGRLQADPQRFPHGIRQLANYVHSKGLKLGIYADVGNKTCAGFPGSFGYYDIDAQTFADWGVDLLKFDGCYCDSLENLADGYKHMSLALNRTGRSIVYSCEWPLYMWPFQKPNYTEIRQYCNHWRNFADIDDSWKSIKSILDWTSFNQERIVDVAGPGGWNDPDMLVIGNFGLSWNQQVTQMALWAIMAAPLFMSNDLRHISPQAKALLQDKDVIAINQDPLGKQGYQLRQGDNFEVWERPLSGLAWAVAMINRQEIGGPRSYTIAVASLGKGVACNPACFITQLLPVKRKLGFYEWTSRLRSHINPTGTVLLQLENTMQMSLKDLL
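Fluorogenic readout (Ex 365/Em 440 nm) of 4-methylumbelliferone released from 1 mM 4-MU-alpha-galactoside by spleen homogenate, 40 min at 37C, pH 5.0. Data normalized to no-enzyme and enzyme controls; Hill-equation AC50 from compound titrations.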
Epigenetic derep: Quantitative High-Throughput Screen for Regulators of Epigenetic Control. murine LDR cells, GFP reporter derepression, 30 h. Potency, µM (series often up to 53.9 µM), for inactives: at the top dose GFP activation, most hits filed as activators. actives 0.2% (n = 280,000). AID 1865, 2009; note: potency is the fitted concentration of half-maximal effect; % of control where 0% means no effect; nearly all actives have a fitted effect of over 60% in size
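Murine LDR cells bearing a silenced CMV-driven GFP reporter were exposed to compound for 30 h at 37 C. After PBS washes, GFP-positive cells (20-120 um objects) counted by laser-scanning microplate cytometry.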
Tau fluor cs: Counterscreen qHTS for Inhibitors of Tau Fibril Formation, Fluorescence Polarization; tau K18 P301L (four-repeat tau fragment) Alexa594 fluorescence, heparin fibrillization; Potency, µM (highest dose often 57.7 µM), inactives show top-dose activity change, negative = decrease; actives 0.93% (n = 280,000); note: potency is the fitted concentration of half-maximal effect; % is set by controls: 0 for no effect and ±100 for the full control effect; nearly all actives have a fitted effect of over 55% in size
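Human K18 P301L tau (15 uM unlabeled plus 0.24 uM Alexa 594-labeled, final) in 100 mM sodium acetate pH 7 was mixed with compound and 20 uM heparin and incubated 6 hr at 37 C.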
* marks the source's active call; other numbers are inactive results; ? = inconclusive; . = not tested or not shown; & = joins results of further samples; [ ] = remark or other dose. Unless noted, calls come from the whole dose curve; as a rule, active = well fitted curve in the direction sought with a large enough effect; inconclusive = small, poorly fitted or top-dose-only effect, or another doubt; inactive = no such curve, though single readings can be large; an effect the other way counts as inactive or inconclusive. Some of the compounds tested. The share of hits here may be higher or lower than overall.

Results follow in this order: CBFb-RUNX1 inh	TR SRC2 fluor cs	TRb SRC2 PPI	NPSR antagonist	Tau FP inhib	aGal spleen mod	Epigenetic derep	Tau fluor cs
1. Cc1ccc(S(=O)(=O)Nc2cc3c(cc2Cl)n(C)c(=O)c(=O)n3C)cc1
→ .	-1%	-1%	.	4%	.	-0.1%	-10%
2. COc1ccccc1CN1CCCCC1C(=O)O (stereo not given)
→ 5%	-5%	-4%	9%	3%	6%	0.2%	9%
3. Clc1ccc(-c2nnn3c2nc(NC2CCCCC2)c2ccccc23)cc1
→ .	1%	0%	.	-14%	.	1.3%	?
4. COCCNC(=O)[C@H](C)[C@H]1C[C@]1(C)[C@H](NC(=O)OCc1ccccc1)c1ccccc1
→ 0%[2.36 µM]	0%&3%	3%&8%	-4%	-1%&0%	-2%&1%	-1.1%&6.4%	-6%&-13%
5. O=[N+]([O-])c1ccc(OCCOCCOc2ccc([N+](=O)[O-])cc2)cc1
→ 11%	0%	4%	10%	-5%	19%	2.2%	-6%
6. CCc1ccccc1NC(=O)c1sc2nc3n(c(=O)c2c1C)CCC3
→ .	2%	-7%	.	3%	.	11%	?
7. COc1ccc(S(=O)(=O)Nc2cccc(-c3ccc4nncn4n3)c2)cc1F
→ 8%	-3%	0%	4%	-4%	-3%	1.3%	-17%
8. CCCCCn1cnc2sc(-c3ccccc3)cc2c1=O
→ 19%	-3%	1%	-22%[46.1 µM]	0%	-1%	-2.2%	-15%
9. Cc1cc(C)c(S(=O)(=O)NNC(=O)C2CCN(Cc3ccccc3)CC2)c(C)c1
→ 2%	-5%	4%	-1%[46.1 µM]	-12%	-4%	0.8%	-4%
10. O=C(N/N=C/C(Cl)=C/c1ccccc1)c1ccccn1
→ -2%	2%	-5%	-17%	-2%	1%	-1.1%	-8%
11. Cc1ccc(C2=NC3(CCCCC3)N=C2SCC(=O)Nc2ccc3c(c2)OCCO3)cc1
→ 16%[2.36 µM]	-3%	14%	-31%	-6%	-3%	0.8%	-28%
12. COc1ccc(NC(=O)c2ccc3nccnc3c2)cc1
→ 7%	-4%	2%	-10%[46.1 µM]	3%	-1%	-3.6%	-15%
13. CN(C)CCNC(=O)c1cc(Br)ccc1Cl
→ 2%	-6%	-2%	1%[46.1 µM]	-6%	-4%	-1.2%	1%
14. CC1Oc2ccccc2C=C1/C=C1/SC(N2CCOCC2)=NC1=O (stereo not given)
→ 6%	-2%	0%	-19%[46.1 µM]	1%	-4%	1.0%	-7%
15. Cc1ccccc1-n1c(SCC(=O)Nc2ccc3c(c2)OCO3)nnc1-c1ccccn1
→ -23%	-1%	1%	-25%[46.1 µM]	13%	-2%	-2.0%	-24%
16. O=C(O)c1ccccc1C(=O)N1CCN(c2cccc(Cl)c2)CC1
→ 10%	2%	-7%	-3%[46.1 µM]	-4%	1%	0.0%	-1%
17. Nc1nc2n[nH]nc2c(=O)[nH]1
→ -25%[21.7 µM]	?	-23%[53 µM]	.	.	-13%[29.1 µM]	1.7%[16.9 µM]	.
18. Cc1nn(-c2cc(N3CCNCC3)ccc2[N+](=O)[O-])c(=O)c2ccccc12
→ 7%	1%	7%	-11%[46.1 µM]	-2%	-2%	-2.2%	-4%
19. O=C(/C=C/c1ccccc1[N+](=O)[O-])c1ccc(F)cc1
→ -3%	0%	-10%	-23%	12%	-5%	0.9%[10.1 µM]	-12%
20. Cc1cc(C)cc(NC(=O)N2CCC(CN3CCCCCC3)CC2)c1
→ .	-6%	-3%	.	-4%	.	-1.2%	-4%

An excerpt of these results, with bars between the fields.
no. | structure | CBFb-RUNX1 inh | TR SRC2 fluor cs | TRb SRC2 PPI | NPSR antagonist | Tau FP inhib | aGal spleen mod | Epigenetic derep | Tau fluor cs
12 | COc1ccc(NC(=O)c2ccc3nccnc3c2)cc1 | 7% | -4% | 2% | -10%[46.1 µM] | 3% | -1% | -3.6% | -15%
13 | CN(C)CCNC(=O)c1cc(Br)ccc1Cl | 2% | -6% | -2% | 1%[46.1 µM] | -6% | -4% | -1.2% | 1%
14 | CC1Oc2ccccc2C=C1/C=C1/SC(N2CCOCC2)=NC1=O (stereo not given) | 6% | -2% | 0% | -19%[46.1 µM] | 1% | -4% | 1.0% | -7%

The listing picks up, starting three compounds before the break.
Results follow in this order: CBFb-RUNX1 inh	TR SRC2 fluor cs	TRb SRC2 PPI	NPSR antagonist	Tau FP inhib	aGal spleen mod	Epigenetic derep	Tau fluor cs
18. Cc1nn(-c2cc(N3CCNCC3)ccc2[N+](=O)[O-])c(=O)c2ccccc12
→ 7%	1%	7%	-11%[46.1 µM]	-2%	-2%	-2.2%	-4%
19. O=C(/C=C/c1ccccc1[N+](=O)[O-])c1ccc(F)cc1
→ -3%	0%	-10%	-23%	12%	-5%	0.9%[10.1 µM]	-12%
20. Cc1cc(C)cc(NC(=O)N2CCC(CN3CCCCCC3)CC2)c1
→ .	-6%	-3%	.	-4%	.	-1.2%	-4%
21. CCCCNC(=O)C1c2cc(OC)c(OC)cc2C(=O)N(C)C1c1ccc(OC)cc1 (stereo not given)
→ -3%	0%	3%	-26%[46.1 µM]	-8%	-3%	1.2%	-5%
22. Cc1nnc2n1CCCCC2
→ 6%	-2%	0%	11%	2%	6%	0.0%	2%
23. CC1=C(C(N)=O)C(c2ccc(C)cc2)n2nc(SCc3ccccc3F)nc2N1 (stereo not given)
→ .	-2%	0%	.	5%	.	1.6%	-1%
24. O=C(NC(=S)Nc1cccc2cccnc12)c1cccs1
→ 3%	-4%	-4%	-3%	6%[2.34 µM]	7%	1.1%	1%[2.34 µM]
25. CCOc1ccc(NC(=O)C2CCCN(C)C2)cc1 (stereo not given)
→ 0%	-2%	2%	1%[7.67 µM]	-1%	6%	1.1%	-6%
26. CC(C)CC(=O)NC1(C(F)(F)F)C(=O)N(Cc2ccccc2)C2=C1C(=O)CC(C)(C)C2 (stereo not given)
→ 1%	-1%	-12%	-12%[46.1 µM]	-2%	0%	-2.0%	-2%
27. O=C1CC(c2ccc3c(c2)OCO3)C2=C(CCCC2=O)N1 (stereo not given)
→ 10%	0%	9%	10%[46.1 µM]	7%	3%	-2.2%	-3%
28. C/C(=N\NC(=O)c1ccc(C)cc1C)c1ccc2c(c1)Nc1ccccc1S2
→ -1%	1%	-1%	-24%	?	-8%	3.2%	18µM*[quencher]
29. COc1ccc(NC(=O)c2ccc(CN(c3cc(Cl)ccc3C)S(=O)(=O)c3ccccc3)cc2)cc1OC
→ 2%	-2%	0%	-22%[46.1 µM]	-1%	-6%	-4.6%	4%
30. C/C=C/Cn1c(SCc2ccc(Cl)cc2)nc2c1c(=O)[nH]c(=O)n2C
→ 3%	1%	-2%	-30%[46.1 µM]	-6%	11%	-0.7%	-7%
31. CN(CP(=O)(O)CN(C)S(C)(=O)=O)S(C)(=O)=O
→ 1%	1%	8%	-7%[46.1 µM]	-1%	4%	1.2%	3%
32. CN1C(=O)C2(c3ccccc31)N(c1cccc(F)c1)C(=O)CS2(=O)=O (stereo not given)
→ .	4%	5%	.	-10%	.	-0.4%	-9%
33. CCOc1cc(C(=O)Nc2ccc3oc(-c4ccc(CC)cc4)nc3c2)cc(OCC)c1OCC
→ .	?	3%	.	-5%	.	-0.8%	-17%
34. CCCOc1ccc(Cc2c(Cl)nc(SC)nc2N(C)C)cc1
→ -1%	5%	0%	-17%[46.1 µM]	-8%	-9%	0.0%	-11%
35. CC(=O)N(c1ccccc1)c1nc(C)cc(C)c1C#N
→ 1%	-4%	-18%	3%[46.1 µM]	2%	-6%	-1.0%	4%
36. CCCC(=O)N(CCN(C(=O)CCC)c1ccccc1)c1ccccc1
→ 4%	1%	-1%	-14%[46.1 µM]	0%	-1%	-0.8%	0%
37. Cc1ccc(-c2nnc3cccc(Cl)n23)cc1
→ 6%	-4%	6%	0%	-1%	1%	-2.2%	-2%
38. COc1ccc(C(=O)/C=C/c2ccc(F)cc2)c(OC(=O)c2ccc([N+](=O)[O-])cc2)c1
→ -1%	-1%	5%	-21%[46.1 µM]	0%	-1%	2.4%	13µM*[quencher]
39. CC(C)N1C(=O)C2C(C(=O)NCc3ccccc3)C3C=CC2(O3)C1C(=O)NC(C)(C)C (stereo not given)
→ 4%	-3%	-6%	4%[46.1 µM]	-5%	13%	-0.2%	-1%
40. NC(=O)NC(CC(=O)NCCc1ccc(S(N)(=O)=O)cc1)c1ccc(Cl)cc1 (stereo not given)
→ -1%	-1%	0%	-20%	-6%	0%	-2.0%	-4%
41. Cc1occc1-c1nnc(SCC(=O)c2c(N)n(Cc3ccccc3)c(=O)n(C)c2=O)n1C
→ -5%	5%	1%	?	0%	-10%	1.3%	4%
42. CCCCNCC1C(Oc2ccc(Cl)cc2)C(=O)N1c1ccccc1C (stereo not given)
→ 7%	-2%	-1%	?	1%	-2%	1.7%	-17%
43. CCc1ccc2occ(CC(=O)Nc3sc4c(c3C(=O)NCCOC)CCCC4)c2c1
→ .	-9%	0%	.	-4%	.	15%	-4%
